# From PubChem BioAssay
# dFosB activator: activators of mouse delta FosB homodimer. purified delta FosB, TAMRA-CDK5 oligo fluorescence polarization; percent of positive-control signal above neutral wells. activation, % at 25 µM. 0.99% of 340,000 active. P13346. AID 493131;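 active = mean activation above about 17%, with every replicate also reaching it, limit read from the data, passing the limit was not always enough; inconclusive = only one of the two conditions met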;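 also: fluorescence polarization rise as delta FosB binds a TAMRA Cdk5 AP-1 oligo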
# SR-BI DiI-HDL act: activators of SR-BI mediated HDL lipid uptake; CHO ldlA[mSR-BI] cells, DiI-HDL uptake fluorescence, 3 h; 100 = double the neutral-control signal; AID 504775; activation, % at 12.5 µM; 0.096% of 320,000 active;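 active = mean replicate activation of at least 60% and every replicate at or above 60%; inconclusive = mean or all-replicate condition met, but not both; inactive = mean below 60% and not all replicates reaching 60%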;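 also: 0% = median plate neutral-control signal and 100% = twice that signal; values of inactives mirror those of a sister screen read the other way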
#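 Assay system: CHO ldlA[mSR-BI] cells, LDL receptor-null, SR-BI overexpressing; medium: Ham's F12 with 0.5% BSA, HEPES 25 mM, pH 7.4; also added: DiI-HDL 10 µg/mL; timing: 3 h uptake period with compound, 37 °C; signal: DiI fluorescence, bottom read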
# PKA-R1A act: PKA-R1A complex activation; P00514+P68181; PKA-R1A dissociation, Cy5-IP20 fluorescence polarization; scaled: DMSO 0%, 113 µM cGMP 100%; activation, % at 11.4 µM; 0.083% of 340,000 active;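 active = percent activation above the mean of all tested compounds plus 3 SD, cut at about 19% in these data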;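 also: higher means more PKAc released from R1A so a rise in polarization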
# Pemphigus Ab inh: human desmoglein-3 autoantibody binding inhibition; P32926; DSG3-coupled beads, scFv-anti-DSG3-GFP binding, flow cytometry; hits give low values; binding (percent of control), % at 10 µM; 0.48% of 310,000 active;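 active = binding more than 3 SD below its plate's average and above zero; inconclusive = below that plate limit but binding exactly zero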;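 also: hits lower antibody fragment binding to DSG3; some compounds called inactive have numbers as strong as hits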
# Mot1-301 SUMO: blocks SUMOylation pathway, rescuing yeast Mot1-301 growth | S. cerevisiae Mot1-301 growth rescue, ATP luminescence, 38.5C; percent above DMSO median, 100 means doubled | growth rescue, % at 18.8 µM | 1% of 320,000 active | AID 2716;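 active = every valid replicate shows activation above 250% relative to neutral control wells; inactive = the rest, any valid replicate at or below 250%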;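 also: OY570 slx delta 5 strain wells were the positive control but not used for scaling; some compounds called inactive have numbers as strong as hits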
# PKA-R2B activ: activators of human PKA-R2B complex. activation, % at 11.4 µM. PKA-R2B holoenzyme dissociation, Cy5-IP20 fluorescence polarization; R2B truncated from residue 108, S112A mutant; 0% DMSO only, 100% 113 µM cGMP. 0.079% of 340,000 active. P22694+P31323. AID 504700;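 active = activation above a cutoff set at the mean over all compounds plus 3 SD, cut at about 18% in these data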;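 also: higher means more holoenzyme dissociation and a rise in polarization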
# Target sequence (P31323 whole entry, looked up, other chains not shown, the tested form may be a part): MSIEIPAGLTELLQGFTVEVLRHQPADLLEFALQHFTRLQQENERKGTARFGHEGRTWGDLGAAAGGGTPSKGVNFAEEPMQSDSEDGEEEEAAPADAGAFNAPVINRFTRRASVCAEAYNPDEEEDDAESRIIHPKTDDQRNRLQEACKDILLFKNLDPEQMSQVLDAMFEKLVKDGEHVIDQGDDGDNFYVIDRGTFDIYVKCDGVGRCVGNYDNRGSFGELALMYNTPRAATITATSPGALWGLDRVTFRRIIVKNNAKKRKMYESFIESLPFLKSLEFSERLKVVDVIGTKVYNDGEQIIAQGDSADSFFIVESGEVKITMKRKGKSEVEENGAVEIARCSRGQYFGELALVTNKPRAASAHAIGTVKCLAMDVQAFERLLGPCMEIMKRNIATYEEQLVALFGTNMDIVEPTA
# Arr AP2 block: human beta-arrestin and AP2 interaction inhibition. FITC-arrestin peptide / GST-AP2 beads, flow cytometry; AP2 beta2 appendage carries R879A mutation. inhibition, % at 10 µM. 0.31% of 340,000 active. AID 504490;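 active = inhibition above a set limit, near 3 SD of compounds lacking own fluorescence, cut at about 54% in these data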;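 also: plate controls were DMSO wells for no effect and 5 µM unlabelled arrestin peptide for full effect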
#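 Assay system: GST-AP2 R879A bound to glutathione beads, E. coli-expressed; Medium: PBS with 0.05% Tween 20 and 0.1% BSA; Also added: fluorescein-tagged arrestin peptide at 50 nM final; Timing: 12 min plus 1 h, RT; Measured by: flow cytometry, FL1 (488/535 nm); Evaluation: percent drop in bead-associated FITC signal.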
# NSD2 HMT inh: NSD2 (human) methyltransferase inhibition. O96028. NSD2 peptide methylation, AlphaScreen, 120 min. inhibition, % at 12.5 µM. 0.54% of 310,000 active; in the data active = inhibition above about 50%
# CDK5 inh: inhibitors of human CDK5/p35 kinase; Q00535+Q15078; Recombinant CDK5/p35, ADP-Glo luminescence, 60 min; inhibition, % at 10 µM; 0.01% of 330,000 active; AID 488839;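 active = highest replicate inhibition of at least 50% and at least 75% of replicates reaching 50%; inconclusive = only one of the two criteria met; inactive = both criteria failed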;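 also: plate controls were DMSO neutral control for no effect and GW8510 at 10 µM for full effect; many of its hits are not listed in these tables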
# MITF TRPM1 HTS: increases MITF-driven TRPM1 promoter luciferase signal; 0.75% of 300,000 active; SK-MEL-5 TRPM1-promoter luciferase, 24 h; % of positive control, neutral wells = 0; activation, % at 12.5 µM;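 active = mean activation of at least 80% with every replicate also reaching 80%; inconclusive = mean reaches 80% but some replicate falls short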;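 also: 0% = neutral control wells and 100% = parthenolide positive control wells; values of inactives mirror those of a sister screen read the other way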
# SR-BI HDL uptake: blocks mouse SR-BI lipid uptake from DiI-HDL. Q61009. ldlA[mSR-BI] CHO cells, DiI-HDL uptake fluorescence, 3 h. inhibition, % at 12.5 µM. 0.96% of 320,000 active. AID 488896;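 active = mean replicate inhibition of at least 70% and a set share of replicates each scoring 70 or more; inconclusive = meets just one of the two criteria; inactive = fails both criteria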;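 also: 0% = median of neutral control wells and 100% = median of positive control wells; values of inactives mirror those of a sister screen read the other way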
# Target sequence (Q61009 whole entry, looked up): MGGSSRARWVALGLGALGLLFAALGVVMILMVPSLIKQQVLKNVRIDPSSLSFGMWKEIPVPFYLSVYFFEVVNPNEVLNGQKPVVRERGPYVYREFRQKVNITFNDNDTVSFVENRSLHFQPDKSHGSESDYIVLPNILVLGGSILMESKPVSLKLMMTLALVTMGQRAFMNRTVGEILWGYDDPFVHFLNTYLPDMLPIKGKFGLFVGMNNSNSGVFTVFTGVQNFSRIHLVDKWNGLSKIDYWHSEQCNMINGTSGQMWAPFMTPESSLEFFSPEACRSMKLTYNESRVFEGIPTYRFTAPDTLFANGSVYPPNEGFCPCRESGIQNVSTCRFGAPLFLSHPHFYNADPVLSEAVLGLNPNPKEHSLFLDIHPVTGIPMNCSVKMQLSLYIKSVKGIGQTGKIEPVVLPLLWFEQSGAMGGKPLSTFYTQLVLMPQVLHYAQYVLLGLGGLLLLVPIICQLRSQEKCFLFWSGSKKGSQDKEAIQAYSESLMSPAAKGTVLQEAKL
# * = called active by the depositor; ? = inconclusive; · = not tested or not shown.
# Value order – NSD2 HMT inh	SR-BI DiI-HDL act	PKA-R2B activ	MITF TRPM1 HTS	CDK5 inh	dFosB activator	PKA-R1A act	Pemphigus Ab inh	Mot1-301 SUMO	SR-BI HDL uptake	Arr AP2 block
1. NC(=O)Nc1ccc(C(=O)OCC(=O)N2CCCC2=O)cc1
    0	24	3	·	-1.1	-1	3	108	28	-24	-4
2. CC(=O)c1cccc(NC(=O)CSc2nnc(C(C)N(C)C)n2Cc2ccccc2)c1 (stereo not drawn)
    -3	·	-1	8	0.3	-8	5	·	-4	·	3
3. CCCC1CC(CSC(=N)N)OC1=O (stereo not drawn)
    ·	-8	0	4	-1.6	0	-2	·	7	8	3
4. CCOC(=O)C1CCCN(C(=O)c2cc(-c3ccccc3)nc3ccccc23)C1 (stereo not drawn)
    -4	2	-1	-1	1.0	3	-7	101	-1	-2	4
5. O=C(/C=C\c1ccco1)NC(=S)Nc1ccccc1O
    ·	·	9	88*	-1.1	-5	10	97	20	·	18
6. CN(Cc1ccccc1N1CCCC1)C(=O)c1cc2ccccc2o1
    3	-55	-1	-20	-0.3	-1	7	165	-3	55	-4
7. COc1cc(SC)ccc1C(=O)NCCOc1ccc(C)c(C)c1
    -1	2	-6	1	2.6	-13	-9	89	-4	-2	3
8. N=c1c(C(=O)NCc2ccco2)cc2c(=O)n3ccccc3nc2n1Cc1ccccc1
    29	-31	-7	9	-5.7	-7	-4	101	-1	31	0
9. O=C(NCc1ccc(Cl)cc1)C1CCN(S(=O)(=O)c2cccs2)CC1
    13	·	-8	·	2.5	4	-6	93	11	·	4
10. Cc1cc(C)cc(NC(=O)Nc2cc(-c3ccccc3)nn2C)c1
    0	-47	-1	·	0.8	5	-2	·	-3	47	13
11. Cc1ccccc1OCCC(=O)OCC(=O)Nc1c(C)nn(-c2ccccc2)c1C
    0	19	-10	4	-0.5	-4	-2	100	-26	-19	8
12. O=C(CCC1CCCN(C(=O)c2ccc3cc[nH]c3c2)C1)N1CCN(c2ccccn2)CC1 (stereo not drawn)
    -2	0	-10	-4	0.8	-3	-16	98	-2	0	-11
13. Cc1ccnc(N2CCC(C(=O)NC3CCCCCC3)CC2)n1
    90*	-12	-5	-2	2.5	3	-4	105	-8	12	35
14. COCCN1Cc2cccc(C(=O)NCc3ccccc3OC)c2C1=O
    2	11	7	2	-1.4	-6	1	107	-23	-11	4
15. COc1ccccc1NC(=O)CCNS(=O)(=O)c1ccc2[nH]c(=O)oc2c1
    6	-9	3	3	-2.9	2	-6	105	-11	9	5
16. COc1cc(C(=O)NCC(c2ccco2)N(C)C)cc(OC)c1OC (stereo not drawn)
    -1	13	-1	10	-0.8	-6	3	99	-6	-13	19
17. CN(C(=O)c1cccc(NC(=O)Cc2ccc(NC(=O)C3CCN(C(=O)C4CCCCC4)CC3)cc2)c1)C1CC1
    ·	-16	4	-2	-0.1	-6	4	98	·	16	29
18. O=C(NC12CC3CC(CC(C3)C1)C2)c1ccccc1
    0	0	3	-4	-0.4	0	-3	101	-20	0	-16
19. CCC/C(O)=C1\C(=O)CC(C)(C)CC1=Nc1ccc(OC)cc1
    -6	-30	6	7	0.1	0	0	112	2	30	44
20. O=C(c1ccccc1)c1ccc(Cn2cc(CCCO)nn2)cc1
    ·	35	-3	-12	1.2	3	4	103	4	-35	2
21. O=C(COc1ccc(Br)cc1)N/N=C1\SCC(=O)N1c1ccc(F)cc1
    4	14	-2	4	-0.3	4	-12	105	4	-14	5
22. COc1ccccc1NS(=O)(=O)c1cccc(N2CC(O)=C(c3ccccc3)C2=N)c1
    0	6	3	-10	0.5	-9	5	105	0	-6	1
23. O=C(Nc1ccccc1C(=O)NC(Cc1ccccc1)C(=O)O)c1ccco1 (stereo not drawn)
    -1	-21	7	4	-1.0	-3	3	102	7	21	9
24. Cc1cccc(CCNC(=O)C2CCN(S(=O)(=O)c3cccc4nsnc34)CC2)c1
    ·	-58	5	-9	-8.5	-4	-6	104	16	58	3
25. Cc1ccc(C)c(NC(=O)C2CC(O)CN2C(=O)Oc2ccccc2)c1 (stereo not drawn)
    3	5	-8	-12	0.3	-5	-12	106	10	-5	33
26. Cc1c(C(=O)COC(C)(C)C)[nH]c2ccccc12
    0	5	-12	·	0.3	-3	-1	101	0	-5	8
27. CCC(C)NCCOc1ccccc1C (stereo not drawn)
    12	20	9	-6	-0.9	-7	1	104	386*	-2	-1
28. Cc1nn(-c2ccccc2)c(N2CCCC2)c1/C=N/Nc1ccc(S(N)(=O)=O)cc1[N+](=O)[O-]
    1	-80	0	14	0.4	-8	1	106	0	80*	14
29. Cc1sc2ncnc(SCC(=O)NC(C)C(C)C)c2c1C (stereo not drawn)
    -1	-24	-10	·	0.2	-17	5	99	0	24	2
30. Cc1c(OCC(=O)NCC(O)c2ccccc2)ccc2c3c(c(=O)oc12)CCCC3 (stereo not drawn)
    2	-15	2	12	-2.4	0	-2	103	17	15	-13

# Reprinted at random: 5 compounds from above, in no set order.
# Value order – NSD2 HMT inh	SR-BI DiI-HDL act	PKA-R2B activ	MITF TRPM1 HTS	CDK5 inh	dFosB activator	PKA-R1A act	Pemphigus Ab inh	Mot1-301 SUMO	SR-BI HDL uptake	Arr AP2 block
26. Cc1c(C(=O)COC(C)(C)C)[nH]c2ccccc12
    0	5	-12	·	0.3	-3	-1	101	0	-5	8
18. O=C(NC12CC3CC(CC(C3)C1)C2)c1ccccc1
    0	0	3	-4	-0.4	0	-3	101	-20	0	-16
11. Cc1ccccc1OCCC(=O)OCC(=O)Nc1c(C)nn(-c2ccccc2)c1C
    0	19	-10	4	-0.5	-4	-2	100	-26	-19	8
20. O=C(c1ccccc1)c1ccc(Cn2cc(CCCO)nn2)cc1
    ·	35	-3	-12	1.2	3	4	103	4	-35	2
1. NC(=O)Nc1ccc(C(=O)OCC(=O)N2CCCC2=O)cc1
    0	24	3	·	-1.1	-1	3	108	28	-24	-4

# 3 entries from above, reformatted.
10	Cc1cc(C)cc(NC(=O)Nc2cc(-c3ccccc3)nn2C)c1
11	Cc1ccccc1OCCC(=O)OCC(=O)Nc1c(C)nn(-c2ccccc2)c1C
12	O=C(CCC1CCCN(C(=O)c2ccc3cc[nH]c3c2)C1)N1CCN(c2ccccn2)CC1 (stereo not drawn)
assay / compound | 10 | 11 | 12
NSD2 HMT inh | 0 | 0 | -2
SR-BI DiI-HDL act | -47 | 19 | 0
PKA-R2B activ | -1 | -10 | -10
MITF TRPM1 HTS | · | 4 | -4
CDK5 inh | 0.8 | -0.5 | 0.8
dFosB activator | 5 | -4 | -3
PKA-R1A act | -2 | -2 | -16
Pemphigus Ab inh | · | 100 | 98
Mot1-301 SUMO | -3 | -26 | -2
SR-BI HDL uptake | 47 | -19 | 0
Arr AP2 block | 13 | 8 | -11

# Further compounds:
# Value order – NSD2 HMT inh	SR-BI DiI-HDL act	PKA-R2B activ	MITF TRPM1 HTS	CDK5 inh	dFosB activator	PKA-R1A act	Pemphigus Ab inh	Mot1-301 SUMO	SR-BI HDL uptake	Arr AP2 block
31. c1cc(-c2cccs2)nc(-c2cccs2)c1
    3	22	-2	38	0.6	-4	1	87	14	-22	-10
32. COc1ccccc1CNC(=O)CCNC(=O)Cn1ccc2ccccc2c1=O
    4	-4	4	·	0.0	2	-5	98	-8	4	3
33. CC(C)C(=O)N1N=C(c2ccc(NS(C)(=O)=O)cc2)CC1c1cccs1 (stereo not drawn)
    -2	8	16	61	-0.6	-10	0	231	-19	-8	-4
34. NCc1cccc(-n2cccn2)c1
    1	8	0	5	-0.1	3	5	96	-2	-8	3
35. CCOc1ccc(NC(=O)Cn2nnc3c(cnn3-c3ccc(F)cc3)c2=O)cc1
    -1	12	-3	-7	1.1	0	-3	98	63	-12	6
36. CC(=O)NCCNC(=O)c1ccc(Cn2c(=O)[nH]c3ccsc3c2=O)cc1
    0	11	11	14	1.8	-3	11	98	31	-11	-9
37. COc1ccccc1C(=O)Nc1sc2c(c1C(N)=O)CCCC2
    -1	-43	-8	29	0.9	5	-10	97	99	43	34
38. O=c1[nH]c2ccccc2c(O)c1O
    ·	-29	-6	-14	5.9	-1	-2	·	-23	29	-2
39. CC(=O)Nc1nnc(-c2ccco2)o1
    ·	14	-10	6	-0.9	-3	-6	95	-10	-14	-22
40. COc1ccc(S(=O)(=O)N(C)C[C@H]2Oc3c(NS(=O)(=O)c4ccc(F)cc4)cccc3C(=O)N([C@H](C)CO)C[C@@H]2C)cc1
    ·	-1	-3	5	0.6	-16	-2	97	19	1	-5
41. CC(C)C(NS(=O)(=O)c1cccs1)C(=O)Nc1nc(C(C)(C)C)cs1 (stereo not drawn)
    0	1	7	-7	0.3	-8	1	104	31	-1	0
42. NC(=O)c1ccc[n+](CC(=O)Nc2ccccc2C(=O)O)c1
    -3	28	-3	2	0.7	-1	-10	96	2	-28	38
43. CN1CCN(c2ccc(C(CC(N)=O)NC(=O)c3ccccc3)cc2[N+](=O)[O-])CC1 (stereo not drawn)
    ·	9	7	-2	0.4	0	1	102	8	-9	16
44. Cc1ccc(S(=O)(=O)N2CCN(C(=O)CN3C(=O)NC(C)(c4ccc5ccccc5c4)C3=O)CC2)cc1 (stereo not drawn)
    5	-8	0	5	1.2	-4	10	108	·	8	-2
45. Cc1cc(-c2nnc(SCC(=O)Nc3ccc(S(N)(=O)=O)cc3)n2N)n[nH]1
    1	9	6	7	1.1	-6	-5	106	-18	-9	0
46. CCN(CC)C(=O)CC(c1ccc(F)cc1)c1ccc(OC)cc1 (stereo not drawn)
    -4	25	-3	-4	-2.0	1	0	101	21	-25	0
47. Cc1cccc(Nc2nc(N)nc(CSC(=S)N3CCOCC3)n2)c1
    -1	-8	-9	?	-1.9	-3	2	132	-9	8	4
48. COc1ccc2c(c1)c(C(=O)O)c(C)n2-c1ccccc1
    ·	13	-6	4	1.4	-1	-1	99	-21	-13	-13
49. Cc1ccc(-n2nc3c(c2NC(=O)c2ccco2)CS(=O)(=O)C3)c(C)c1
    -1	20	-1	-1	-0.4	0	-15	·	-7	-20	4
